TRPML3 agonist: human mucolipin-3 channel agonism. Q8TDD5. HEK293 TRPML3-YFP, Fluo-8 calcium fluorescence; 100% = the carbachol control signal. activation, % at 3 µM. 0.29% of 220,000 active;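 active = activation above its plate's cutoff, the mean activation of the plate's test wells plus 3 SD, cut at about 12% in these data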;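 note: 0% = DMSO only wells and 100% = carbachol wells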
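Test system: TRPML3-YFP stable HEK293 cells. Doses: single point at 3 µM. Incubation: dye loading 1 h 37 °C then 30 min ambient, 125 s read. Signal: Fluo-8 calcium dye fluorescence, ex 470-495, em 515-575 nm. Measure: percent activation from peak-to-basal fluorescence ratio, scaled between DMSO and carbachol.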
TRPN1 ag: activates the zebrafish TRPN1 channel. 0.18% of 220,000 active. AID 1424. HEK293 zebrafish TRPN1-YFP, Fluo-8 calcium fluorescence; 100% = response to 87 µM carbachol. activation, % at 3 µM;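 active = activation above its plate's cutoff, the mean activation of test wells on that plate plus 3 SD, cut at about 19% in these data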;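 note: 0% = DMSO alone and 100% = 87 µM carbachol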
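Material: zebrafish TRPN1-YFP in HEK293 cells; Doses: single test compound dose, 3 µM nominal, 0.3% DMSO; Timing: dye loading 1 h at 37 °C, then 30 min room temperature; Technique: intracellular calcium fluorescence with Fluo-8; Benchmarks: high carbachol 87 µM, low DMSO alone.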
EP2 mod: modulates human prostaglandin E2 receptor EP2 signaling. P43116. EP2-expressing cells, cAMP HTRF FRET, PGE2 co-stimulation. induction, % at 25 µM. 0.83% of 260,000 active. AID 940;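 active = compounds whose cAMP rise, as percent of the full-agonist control response, exceeds 60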;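 note: rat C6 glioma line stably carrying human EP2 under a CMV promoter; the protocol text gives 20 µM as final concentration; 100% = response of wells given 1 µM PGE2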
Target sequence (P43116 whole entry, looked up): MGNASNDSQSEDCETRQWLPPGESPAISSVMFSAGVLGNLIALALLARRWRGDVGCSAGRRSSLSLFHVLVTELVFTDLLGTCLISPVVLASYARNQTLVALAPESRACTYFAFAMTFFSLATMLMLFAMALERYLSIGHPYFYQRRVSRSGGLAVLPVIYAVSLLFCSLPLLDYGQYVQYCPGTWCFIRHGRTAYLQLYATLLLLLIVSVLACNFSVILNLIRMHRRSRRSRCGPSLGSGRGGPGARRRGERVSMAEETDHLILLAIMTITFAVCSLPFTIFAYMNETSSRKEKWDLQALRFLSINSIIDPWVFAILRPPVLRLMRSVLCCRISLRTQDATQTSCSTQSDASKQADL
PGE2 EP2 inh: blocks the human prostaglandin E2 receptor EP2. inhibition, % at 25 µM. C6 glioma cells expressing human EP2, cAMP TR-FRET; cells stimulated with saturating PGE2. 0.52% of 260,000 active. P43116;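 active = percent inhibition above 40 after rounding to a whole number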;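 note: rat C6 glioma host cells with rolipram phosphodiesterase inhibitor present; the protocol text gives 20 µM as final concentration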
NPY-Y1 PAM-ag: human NPY-Y1 potentiation or agonism, primary screen | 0.37% of 220,000 active | NPY-Y1 expressing cells, potentiator/agonist activation | activation, % at 3.6 µM | P25929 | AID 1304; in the data active = activation above about 33%, passing the limit was not always enough;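 note: cells stimulated with NPY at EC10 then isoproterenol at EC100; 0% = low agonist plus stimulus and 100% = saturating agonist plus stimulus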
Target sequence (P25929 whole entry, looked up): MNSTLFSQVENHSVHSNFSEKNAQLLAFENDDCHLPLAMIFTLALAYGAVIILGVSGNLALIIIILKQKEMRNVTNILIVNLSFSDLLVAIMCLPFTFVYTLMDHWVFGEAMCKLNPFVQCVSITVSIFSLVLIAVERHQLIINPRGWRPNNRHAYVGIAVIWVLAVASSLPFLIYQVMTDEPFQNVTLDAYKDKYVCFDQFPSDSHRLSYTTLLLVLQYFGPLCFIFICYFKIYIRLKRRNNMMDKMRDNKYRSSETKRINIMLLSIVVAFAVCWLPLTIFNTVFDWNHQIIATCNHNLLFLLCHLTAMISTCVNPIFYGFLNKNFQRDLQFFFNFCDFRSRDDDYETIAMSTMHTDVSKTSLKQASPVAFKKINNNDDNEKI
CHOP inh: CHOP inhibition in unfolded protein response; CHO-K1 CHOP-promoter luciferase, tunicamycin-induced, 15-18 h; inhibition, % at 10 µM; 3.8% of 220,000 active;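 active = compounds that reduced the stress-induced luciferase reporter signal by more than about 70% of percent inhibition, limit read from the data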;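 note: 0% = tunicamycin plus vehicle and 100% = wells without tunicamycin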
NPY-Y1 antag: blocks the human neuropeptide Y Y1 receptor; P25929; HEK293-CNG Y1 cells, membrane potential fluorescence; NPY at EC95, then isoproterenol; inhibition, % at 3.6 µM; 1% of 200,000 active;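 active = inhibition above the campaign mean inhibition of all tested compounds plus 3 SD, cut at about 20% in these data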;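 note: 0% = DMSO wells given NPY plus isoproterenol and 100% = isoproterenol alone without NPY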
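Assay system: HEK293 cells with Y1 receptor plus CNG channel | Probe or stimulus: NPY (25 nM), isoproterenol (1 µM), Ro 20-1724 (25 µM) | Timing: Compound incubation 1 h at room temperature, readout 45 min post-stimulation | Measured by: Membrane-potential fluorescent dye readout | Benchmarks: High control isoproterenol alone, low control NPY with isoproterenol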
PPC-1+TRAIL kill: kills PPC-1 cancer cells in the presence of TRAIL | PPC-1 cells + TRAIL, ATPLite viability luminescence | cell killing (% activity), % at 4 µM | 0.41% of 220,000 active | AID 1443;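 active = cell killing above 50% in the first pass at 4 µM, then a duplicate retest at 5 µM averaging 50% or more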;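 note: plate controls were cells with TRAIL plus DMSO for no effect and medium-only wells lacking cells for full effect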
14-3-3 Bad inh: disrupts binding of bovine 14-3-3 zeta to phospho-Bad peptide | 0.71% of 220,000 active | P63103 | inhibition, % at 21.7 µM | TR-FRET 14-3-3zeta/Dy647-pBad peptide displacement, 1 h;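 active = inhibition above about 70%, limit read from the data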;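 note: 0% = full 14-3-3 plus peptide FRET controls and 100% = background without 14-3-3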
Target sequence (P63103 whole entry, looked up): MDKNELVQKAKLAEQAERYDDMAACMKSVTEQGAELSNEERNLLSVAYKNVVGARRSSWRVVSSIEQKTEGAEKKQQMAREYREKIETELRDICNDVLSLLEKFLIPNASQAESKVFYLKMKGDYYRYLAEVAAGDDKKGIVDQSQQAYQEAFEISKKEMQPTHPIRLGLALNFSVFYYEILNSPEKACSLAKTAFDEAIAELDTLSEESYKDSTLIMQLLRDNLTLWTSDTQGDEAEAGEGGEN
Numbers without * were called inactive; . = no result given; & = joins results of further samples; [ ] = remark or other dose. An excerpt, so the mix of outcomes need not match the whole.

SMILES	TRPML3 agonist	TRPN1 ag	EP2 mod	PGE2 EP2 inh	NPY-Y1 PAM-ag	CHOP inh	NPY-Y1 antag	PPC-1+TRAIL kill	14-3-3 Bad inh
Cc1cc(N2C(=O)C(O)=C(C(=O)c3cccs3)C2c2cccc(O)c2)no1 (configuration not stated)	0.8	0.5	15	16	2	4	-6	-14	46
O=C(Nc1ccc(S(=O)(=O)NC2=NCCCCC2)cc1)C1COc2ccccc2O1 (configuration not stated)	0.9	1.8	-19	4	-13	10	.	4	1
CCCC1=[N+](CC(=O)c2ccccc2)CCn2cccc21	0.3	1.7	-10	11	20	-10	-1	1	-11[fluorescence artefact?]
Cc1ccc(S(=O)(=O)NN2C(=O)c3ccccc3NC2(C)C)cc1	0.2	-0.5	26	9	-16	21	-3	47	-9
O=C(c1ccccc1)c1c[nH]c(C(=O)C(Cl)(Cl)Cl)c1	0.3	-0.2	-25	16	11	19	0	14	8
COc1ccc(Cl)cc1S(=O)(=O)N1CCCC1	0.3	0.7	16	6	10	17	4	-1	-4
CC(=O)c1c(C)[nH]c(C(=O)OCC(=O)NCCC(C)C)c1C	0.8	0.6	-39	5	-1	-13	-9	-6	-4
Cc1ccc(N2CC(C(=O)N3CCCc4ccccc43)CC2=O)cc1 (configuration not stated)	0.3	0.6	-15	8	-2	19	5	39	1
CCCCn1nnc(NC(=O)COc2ccc(Cl)c(C)c2)n1	-0.8	-2.1	-16	6	-10	17	14	18	-4
Cc1ccc(C(C)C)cc1OCCCCN1CCCC1	0.6	0.0	-16	1	-15	16	12	26	-21
C/C=C/c1ccc(OCC(=O)Nc2ccc(OC)c(OC)c2)c(OC)c1	0.0	0.7	-32	9	-6	11	2	22	-2
CC1(C)CC(=O)C(C=NCc2ccc3c(c2)OCO3)=C(O)C1	-0.1	1.0	-37	9	6	4	-2	10	9[fluorescence artefact?]
Nc1cc(=O)[nH]c(SCC(=O)N2CCCc3ccccc32)n1	0.2	-0.9	19	7	1	-12	-2	-12	0
Cc1c(NC(=S)NC(=O)c2ccc(-c3ccc(Cl)cc3)o2)cccc1C(=O)O	-0.8	-0.9	99*	9	-32	1	9	22	0
COCCCNC(=O)c1cn(Cc2c(F)cccc2Cl)nn1	-0.8	-1.3	-8	12	18	22	0	-9	-10
Cc1cc(NC(=O)/C(C#N)=C/c2ccc(-c3ccc(SC(F)F)cc3)o2)n(-c2ccccc2)n1	1.1	0.2	13	11	4	56	6	-4	11
O=C(NCCO)/C(=C\c1ccc2c(c1)OCO2)NC(=O)c1ccc(Br)cc1	0.5	-0.1	15	6	-13	28	2	7	-8
Cn1ccnc1C1CCCCN1Cc1nc(-c2ccc(Cl)cc2)no1 (configuration not stated)	-0.1	-0.2	-53	2	-15	24	43*	.	-12
COC(=O)c1ccc(C(=O)OC)c(NC(=O)CN(C)Cc2ccccc2)c1	-0.2	-0.9	31	9	-45	27	17	-12	1
CCn1c(SCC(=O)Nc2nnc(C)s2)nc2c(c1=O)SC(C)C2 (configuration not stated)	-0.3	0.1	14	8	4	31	1	16	1
CCOc1ccc(S(=O)(=O)n2ccc(C)n2)c2ccccc12	4.5	-1.8	16	6	0	47	0	7	3
N#C/C(=C\c1coc2ccccc2c1=O)C(N)=S	0.6	0.1	25	4	-15	28	18	6	-9
CCn1c(SCC(=O)N/N=C(\C)c2ccncc2)nnc1-c1ccccc1	0.8	-0.1	9	5	15	-3	0	32	-6
Cc1cc(C(=O)OCC(=O)N2CCN(c3ccccc3)CC2)c2ccccc2n1	0.0	1.1	-54	12	-22	10	-2	0	32[fluorescence artefact?]
COc1cc2c(c(OC)c1OC)-c1c(cc3c(c1OC)OCO3)C1OC2[C@@H](C)[C@H]1C (some centres not stated)	.	.	-5	9	.	-8	.	-3	-2

Going on with the list:
SMILES	TRPML3 agonist	TRPN1 ag	EP2 mod	PGE2 EP2 inh	NPY-Y1 PAM-ag	CHOP inh	NPY-Y1 antag	PPC-1+TRAIL kill	14-3-3 Bad inh
Cc1ccc(C2/C(=C(/O)c3ccc(Br)cc3)C(=O)C(=O)N2Cc2ccco2)o1 (configuration not stated)	0.5	1.3	18	3	-3	6	-3	14	56
CC(=O)Nc1ccc(S(=O)(=O)N2CCN(c3cccc(C)c3C)CC2)cc1	1.8	6.6	-61	11	2	5	0	-2	5
CC(=O)Nc1ccc(C(=O)CSc2nccc(=O)[nH]2)cc1	0.2	2.7	-4	2	-20	4	3	6	-4
N#C/C(=C\c1ccc(-c2ccccc2)cc1)c1nc(-c2ccco2)cs1	0.7	2.2	29	6	21	41	0	5	-3[fluorescence artefact?]
COc1ccccc1-c1nc2cc3ccccc3cc2nc1-c1ccccc1OC	0.4	-1.0	11	10	-9	41	-1	46	0
CCC(=Nc1ccc(N)cc1)C1=C(O)C(C(=O)OC)C(C)(C)CC1=O (configuration not stated)	0.7	0.6	10	.	-15	38	3	-22	0
Cc1cccc2sc(NC(=O)CNS(=O)(=O)c3ccc(Br)s3)nc12	-0.7	0.0	-37	5	-29	22	10	6	1
COc1ccc(N(CCC#N)S(=O)(=O)c2cccc3nsnc23)cc1	-0.8	-1.5	17	7	5	27	2	0	-2
CC1=Nc2cc(C(=O)NCCCOC(C)C)ccc2Sc2ccccc21	0.0	0.1	-26	9	7	22	-2	2	-8
O=C(COC(=O)C1(c2ccc(F)cc2)CCCC1)NCc1ccc2c(c1)OCO2	3.1	2.0	5	5	6	50	6	2	-2
O=C(OCCN1CCOCC1)c1ccc2c(c1)OCCO2	0.8	1.4	12	8	4	4	-1	26	11
CCOC(=O)c1cc2c(=O)n3ccccc3nc2n(Cc2ccco2)c1=NC(=O)c1ccccc1OC	0.2	0.9	-15	32	-4	72*	6	6	-4
CCN1C(=O)/C(=C2\SC(=S)N(c3c(C)n(C)n(-c4ccccc4)c3=O)C2=O)c2ccccc21	0.7	0.6	5	.	-3	17	7	14	-9
CCOC(=O)C1C(=O)NC(N2CCc3ccccc32)=NC1c1ccccc1 (configuration not stated)	1.0	-0.4	-8	19	-29	-15	0	8	-16
COCCNC(=O)CCn1c(=O)oc2ccccc21	0.5	-0.2	31	8	3	3	-6	10	0
Cc1ccc(-c2nn3c(=O)c(C)nnc3s2)cc1	0.3	-1.5	1	1	-19	-23	7	20	21[fluorescence artefact?]
Cc1cccc(OCCNc2cc(N3CCOCC3)ccc2[N+](=O)[O-])c1	-0.4	-0.1	8	10	-28	61	6	8	7
Cn1c(SCC(=O)Nc2cccc(F)c2)nnc1-c1cccnc1	0.0	-0.2	6&19	10&13	4	35	5	3	-2
NCc1ccccc1COc1ccccc1	0.7	0.5	12	6	-6	-15	5	3	-3
CSc1ccc(C(=O)C2CCCN(C(=O)CCCn3cncn3)C2)cc1 (configuration not stated)	0.7	-0.8	-8	2	-6	17	-1	10	1
O=C(CN1CCN(Cc2ccccc2Cl)CC1)N/N=C/C=C\c1ccccc1[N+](=O)[O-]	0.6	2.4	-41	5	1	-2	5	17	-4
O=C(Nc1nc(=O)n(C(=O)C2CC2)s1)c1ccccc1	0.0	2.2	19	5	-6	46	5	-3	43
O=C(c1ccc2c(=O)n(-c3ccccc3)c(=O)[nH]c2c1)N1CCCCC1	0.4	-0.4	11	10	9	37	4	21	0
O=C(c1ccc(Br)o1)N1CCc2ccccc21	-0.7	-3.3	-38	11	14	25	-2	30	2
CC(C)N(C(C)C)S(=O)(=O)c1ccc(Cl)nc1	2.3	0.6	21	5	-4	19	2	13	-1

(list continues)
SMILES	TRPML3 agonist	TRPN1 ag	EP2 mod	PGE2 EP2 inh	NPY-Y1 PAM-ag	CHOP inh	NPY-Y1 antag	PPC-1+TRAIL kill	14-3-3 Bad inh
CCCOc1ccc(CCC(=O)N/N=C/c2ccncc2)cc1	-0.4	0.1	-36	7	8	7	.	10	-2
S=c1[nH]nc(-c2ccccn2)n1/N=C/c1cccc(Cl)c1	0.7	-0.3	34	8	2	-18	-1	-3	-13
COc1ccccc1N1CCN(CC(=O)Nc2sccc2C#N)CC1	0.2	0.6	2	4	1	13	-3	39	-5
COc1ccc(S(=O)(=O)NCC(=O)N(CC(=O)NCC2CCCO2)c2cc(C)ccc2C)cc1 (configuration not stated)	-0.1	0.7	36	11	4	-1	-5	7	-4
Oc1ccccc1C=NCCCCCCN=Cc1ccccc1O	0.8	0.1	62*	5	-6	39	.	7	4
COc1ccc(N2CC(C)Cn3c2nc2c3c(=O)n(Cc3ccc(F)cc3)c(=O)n2C)c(OC)c1 (configuration not stated)	0.3	-0.2	24	8	-15	4	7	12	1
C=CCc1ccccc1OCCOc1ccc([N+](=O)[O-])cc1/C=N/NC(N)=O	-0.3	-0.6	-4	7	2	56	1	7	-21
O=C1CCC/C(=N\NC(=O)c2ccc(CSc3cccc4cccnc34)cc2)C1	0.6	-0.7	-12	8	0	8	0	21	-12
COc1ccccc1/C=C(/C(=O)OCC(=O)Nc1cc(C)ccc1C)c1ccccc1	1.0	0.8	59	-1	-19	22	-2	0	-8
COc1cccc(CNCCSc2nnnn2C)c1	0.4	0.2	-1	5	-2	6	-1	10	13[fluorescence artefact?]
Cc1c(Br)c(C(F)(F)F)nn1CC(=O)NCCCn1ccnc1	-0.1	-1.2	19	2	-5	-13	-2	2	-9
Cc1ccc(C(C[N+](=O)[O-])c2c(N)n(C)c(=O)n(C)c2=O)cc1 (configuration not stated)	0.5	1.8	10	0	-18	-85	.	-4	-1
CC(=O)Nc1ccc(NC(=O)c2ccco2)cc1	-0.2	0.6	-6	16	7	-9	0	16	-7
CN(CC(=O)NCc1ccco1)S(=O)(=O)c1ccc2c(c1)c(=O)n(C)c(=O)n2C	0.4	2.4	-14	11	-23	-2	.	22	4
O=C(Cc1csc(-c2ccccc2)n1)NCc1cccs1	-0.2	-2.8	-13	4	7	5	4	9	-10
CSc1ccc(Cl)c(C(=O)Nc2ccc(Cl)cn2)c1	0.5	-2.3	24	11	-14	9	10	14	2
CCOc1ccc2nc(NC(=O)CSc3nc4cccnc4n3C)sc2c1	0.5	0.8	-53&-82	20&18	-3	77*	10	18	13
CCCCOC(=O)C[N+](C)(C)CCOC1CC2CCC1(C)C2(C)C (configuration not stated)	1.1	0.2	5	4	-28	3	28*	30	-1
CCN(CC)S(=O)(=O)c1cccc(C(=O)N/N=C/c2cccc(O)c2O)c1	0.7	0.4	-12	8	-6	36	1	48	-17
